Screens as filed in PubChem.
NIH3T3 tox: cytotoxic compounds in NIH 3T3 cells; NIH 3T3 viability, CellTiter-Glo ATP luminescence, 48-72 h; Potency, µM (doses to about 96.7 µM), for the others: at the highest dose activity change, negative = cytotoxicity, actives largely listed as inhibitors; 94,000 compounds, 4.3% hits; note: potency is the fitted concentration of half-maximal effect; nearly all actives have a fitted effect of over 55% in size
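Mouse fibroblast NIH 3T3 cells, 400 per well, received compound via pintool and were incubated for 48 or 72 hr prior to CellTiter-Glo ATP luminescence measurement.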
HEK293 viab: cell viability loss counter-screen. HEK-293-SNCA-luc viability, GF-AFC fluorescence, 24 h. Potency, µM (highest dose often 57.1 µM), for the others: top-dose activity change, negative = cytotoxicity, most hits filed as cytotoxic. 150,000 compounds, 0.12% hits. AID 1671193;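 note: potency is the fitted concentration of half-maximal effect; 0% = DMSO-treated cells and -100% = medium-only wells without cells; nearly all actives have a fitted effect of over 30% in size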
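HEK-293-SNCA-luc cells (1500/well) plated 24 h, then exposed 24 h to a dilution series; GF-AFC added 30 min at 37C, fluorescence 405/540 nm; normalised to medium-only and DMSO wells, Hill fit.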
HEK293 tox: HEK 293 cell cytotoxicity; HEK 293 viability, ATP luminescence (CellTiter-Glo), 48-72 h; Potency, µM (series often up to 115 µM), for the others: at the highest dose activity change, negative = cytotoxicity, most hits filed as inhibitors; 94,000 compounds, 6.6% hits; AID 1345083; note: potency is the fitted concentration of half-maximal effect; nearly all actives have a fitted effect of over 60% in size
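HEK 293 cells at 250 cells/well were exposed to compounds by pintool transfer for 48 or 72 hr at 37 degree Celsius, 5% CO2. Viability was read as ATP-coupled luminescence with CellTiter-Glo after 10 min at room temperature.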
Luciferase inh: blocks purified firefly luciferase enzyme activity; P08659; purified P. pyralis luciferase, luminescence, biochemical; Potency, µM (highest dose often 115 µM), without a hit: top-dose activity change, negative = inhibition, usual class: inhibitors; 76,000 compounds, 2.5% hits; AID 1347043; note: potency is the fitted concentration of half-maximal effect; nearly all actives have a fitted effect of over 65% in size
Target sequence (P08659 whole entry, looked up): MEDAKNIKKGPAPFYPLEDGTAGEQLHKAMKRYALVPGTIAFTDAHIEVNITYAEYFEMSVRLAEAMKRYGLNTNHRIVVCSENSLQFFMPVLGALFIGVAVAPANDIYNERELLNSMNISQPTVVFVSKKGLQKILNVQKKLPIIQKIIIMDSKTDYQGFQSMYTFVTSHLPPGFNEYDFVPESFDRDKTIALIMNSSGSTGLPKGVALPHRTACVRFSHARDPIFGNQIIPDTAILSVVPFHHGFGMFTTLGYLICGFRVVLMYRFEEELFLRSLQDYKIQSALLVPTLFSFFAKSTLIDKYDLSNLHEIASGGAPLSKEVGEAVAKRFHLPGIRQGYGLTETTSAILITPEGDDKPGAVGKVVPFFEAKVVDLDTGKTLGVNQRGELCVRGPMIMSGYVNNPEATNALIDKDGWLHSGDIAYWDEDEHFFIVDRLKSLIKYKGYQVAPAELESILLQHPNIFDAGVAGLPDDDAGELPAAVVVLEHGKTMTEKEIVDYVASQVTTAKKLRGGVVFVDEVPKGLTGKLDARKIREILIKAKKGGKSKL
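FLuc 10nM, D-luciferin 10uM, ATP 10uM, Mg acetate 10mM, Tris acetate pH 7.5, Tween/BSA; cpd qHTS; enzyme added last; CCD luminescence.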
IP6K1 inhibitor: blocks human inositol hexakisphosphate kinase 1; Q92551; 140,000 compounds, 0.81% hits; IP6K1 kinase, ADP-Glo luminescence, 2 h; active compounds read low; activity change, % (series mostly up to about 58 µM); in the data active = activity change below about -25%
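ADP-Glo luminescence measures ADP made by human IP6K1 during a 2 h RT reaction with ATP/IP6 (mix at 1.3 mM/130 uM); top library doses 57.5 and 19.1 uM final.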
GPT2 inh: blocks human glutamate pyruvate transaminase 2; Q8TD30; Recombinant GPT2, coupled pyruvate oxidase/HRP Amplex Red fluorescence; Potency, µM (highest dose often 57.7 µM), without a hit: top-dose activity change, negative = inhibition, most hits filed as inhibitors; 100,000 compounds, 0.25% hits; AID 1671188; note: potency is the fitted concentration of half-maximal effect; nearly all actives have a fitted effect of over 60% in size; many of its hits are not listed in these tables
Target sequence (Q8TD30 whole entry, looked up): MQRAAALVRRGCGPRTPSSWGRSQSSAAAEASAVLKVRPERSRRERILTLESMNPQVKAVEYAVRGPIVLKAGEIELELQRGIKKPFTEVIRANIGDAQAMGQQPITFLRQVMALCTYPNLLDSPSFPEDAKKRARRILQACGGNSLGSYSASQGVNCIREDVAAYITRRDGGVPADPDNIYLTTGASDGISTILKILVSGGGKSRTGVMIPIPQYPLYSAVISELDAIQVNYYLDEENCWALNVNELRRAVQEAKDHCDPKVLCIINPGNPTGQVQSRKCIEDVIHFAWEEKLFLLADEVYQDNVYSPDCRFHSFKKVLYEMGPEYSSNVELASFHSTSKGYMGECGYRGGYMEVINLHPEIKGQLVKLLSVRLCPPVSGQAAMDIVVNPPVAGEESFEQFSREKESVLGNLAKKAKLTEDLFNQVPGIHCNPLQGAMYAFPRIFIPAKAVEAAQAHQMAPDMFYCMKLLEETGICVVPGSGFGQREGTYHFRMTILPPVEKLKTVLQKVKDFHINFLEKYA
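GPT2 10ng/uL, a-KG 250uM, L-Ala 2mM, HEPES pH7.5 + 0.0001% Tween; 30 min RT. Then Amplex mix (PO/HRP/ThPP), 30 min RT dark, fluorescence. AOA 50uM used as positive control.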
SNCA expr inhib: inhibitors of alpha-synuclein (SNCA) gene expression; HEK-293 SNCA-luciferase knock-in, luminescence, 24 h; AID 1671194; Potency, µM (top dose mostly 57.2 µM), without a hit: at the highest dose activity change, negative = inhibition, most hits filed as inhibitors; 140,000 compounds, 0.17% hits;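 note: potency is the fitted concentration of half-maximal effect; plate controls were DMSO cells for no effect and cell-free wells for full effect; nearly all actives have a fitted effect of over 45% in size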
* marks the source's active call; other numbers are inactive results; [ ] = dose if it differs, or a comment. Unless noted, calls come from the whole dose curve; as a rule, active = well fitted curve in the direction sought with a large enough effect; inconclusive = small, poorly fitted or top-dose-only effect, or another doubt; inactive = no such curve, though single readings can be large; an effect the other way counts as inactive or inconclusive. Unless noted, % is set by controls: 0 for no effect and ±100 for the full control effect. Not all compounds are listed; the hit share may differ from the screen's.

For COCc1nc(NCCc2nc3ccccc3s2)cc(C2CC(N)C2)n1 (centres undefined) the results were NIH3T3 tox 0%, HEK293 viab -7%, HEK293 tox inactive, Luciferase inh -18%, IP6K1 inhibitor 4, GPT2 inh inactive and SNCA expr inhib 189%[activator].
For Cc1cc2c(cc1S(=O)(=O)CCC(=O)NCc1ccccc1)OCC(=O)N2 the results were HEK293 viab -9%, IP6K1 inhibitor -2 and SNCA expr inhib 0%.
Screening COc1cccc(C2C(C(=O)Nc3ccc(Cl)cc3)=C(C)Nc3c(C(=O)Nc4ccccc4)cnn32)c1OC (centres undefined) returned HEK293 viab -2%, IP6K1 inhibitor -8 and SNCA expr inhib -1%.
CCn1nccc1C(=O)N1CCCC(c2nc(-c3ccccc3)no2)CCNC(=O)CC1 (centres undefined) was read as NIH3T3 tox inactive, HEK293 viab 1%, HEK293 tox inactive, Luciferase inh -1%, IP6K1 inhibitor 6, GPT2 inh inactive and SNCA expr inhib -24%.
Screening Cc1cccc(OCC2(CNCC3CC3)C[C@@H](O)[C@@H](O)C2)n1 (some centres undefined) returned NIH3T3 tox inactive, HEK293 viab -2%[87.6 µM], HEK293 tox inactive, Luciferase inh -7%[172 µM], IP6K1 inhibitor -3, GPT2 inh 3%[88.5 µM] and SNCA expr inhib 3%[87.6 µM].
`Cc1nn(C(C)C(=O)NCc2ccc(OC(C)C)cc2)c(=O)c2c1sc1ccccc12` (centres undefined) gave HEK293 viab 2%, IP6K1 inhibitor -10 and SNCA expr inhib inconclusive.
Screening CC(=O)N1CCc2c(sc3c2c(=O)n(-c2cc(Cl)ccc2C)c(=O)n3C)C1 returned HEK293 viab inconclusive, IP6K1 inhibitor 15 and SNCA expr inhib 4%.
Screening COc1cccc(Cn2ccn(-c3ccc(F)cc3)c(=O)c2=O)c1 returned HEK293 viab -7%, IP6K1 inhibitor -12 and SNCA expr inhib -1%.
`Cc1ccc(-c2cccc(CN3CCCC(NC(=O)Cc4cccc(Cl)c4)C3)c2)cc1Cl` (centres undefined) gave NIH3T3 tox -14%, HEK293 viab -4%, HEK293 tox inactive, IP6K1 inhibitor -12, GPT2 inh inactive and SNCA expr inhib -29%.
N#Cc1cccc(C(=O)N[C@H]2[C@H](O)[C@H](O)C[C@@H]2c2cccnc2)c1 was read as NIH3T3 tox inactive, HEK293 viab 2%[87.6 µM], HEK293 tox -8%[172 µM], Luciferase inh 7%[172 µM], IP6K1 inhibitor -3, GPT2 inh 1%[88.5 µM] and SNCA expr inhib -8%[87.6 µM].
CCOc1ccc(CNC(=O)C2CCN(C(=O)c3ccc(-n4ccc5ccccc54)s3)CC2)cc1 was read as HEK293 viab 2%, IP6K1 inhibitor 0 and SNCA expr inhib 48%[activator].
`O=S(=O)(c1ccc(F)cc1)N1CCOC[C@H](Oc2cnccn2)C1` gave NIH3T3 tox 0%[174 µM], HEK293 viab 2%[87.6 µM], HEK293 tox inactive, Luciferase inh 2%[172 µM], IP6K1 inhibitor 5, GPT2 inh -2%[88.5 µM] and SNCA expr inhib -14%[87.6 µM].
`COc1ccc(CN2CCc3nc(C4CC4)nc(-c4ccc(O)cc4)c3CC2)cc1` gave NIH3T3 tox inconclusive, HEK293 viab 3%, HEK293 tox inconclusive, Luciferase inh -9%, IP6K1 inhibitor 9, GPT2 inh inactive and SNCA expr inhib inconclusive.
For Cc1ccc(C(=O)N2C(C(=O)N3CCOCC3)COC23CCN(C(=O)c2ccc(F)cc2)CC3)cc1 (centres undefined) the results were NIH3T3 tox -1%, HEK293 viab -6%, HEK293 tox inactive, Luciferase inh 4%, IP6K1 inhibitor -10, GPT2 inh inactive and SNCA expr inhib -3%.
For COc1ccccc1CN[C@H]1Cc2ccc(cc2)Nc2cc(ccc2OC)C[C@H](C(=O)NCc2ccccc2)N(C)C1=O the results were NIH3T3 tox inconclusive, HEK293 viab -22%, HEK293 tox 40µM*, Luciferase inh -1%, IP6K1 inhibitor 7, GPT2 inh -28% and SNCA expr inhib -10%.
Screening COC(=O)c1c(NC(=O)/C(C#N)=C/c2ccccc2)sc2c1CCC2 returned HEK293 viab -14%, IP6K1 inhibitor -7 and SNCA expr inhib 1%.
Screening Cc1onc(-c2cnn(C)c2NCc2ccc(C#N)cc2)c1C(=O)N1CCN(C)CC1 returned NIH3T3 tox inconclusive, HEK293 viab 1%[87.6 µM], HEK293 tox -6%[172 µM], Luciferase inh -8%[172 µM], IP6K1 inhibitor 16, GPT2 inh inactive and SNCA expr inhib 1%[87.6 µM].
`Cc1ccc(-c2ncc(C(=O)Nc3cccc(F)c3C)c(-c3ccncc3)n2)cc1` gave NIH3T3 tox -21%, HEK293 viab 9%, HEK293 tox -42%, Luciferase inh 4%, IP6K1 inhibitor 12, GPT2 inh 3% and SNCA expr inhib 19%.
COc1cc(-c2noc(CSc3nc(-c4ccccc4)cc(=O)[nH]3)n2)cc(OC)c1OC was read as HEK293 viab 8%, IP6K1 inhibitor 12 and SNCA expr inhib -10%.
`CCCC1(CO)CCCN(C(=O)C2CCC(CO)CC2)C1` (centres undefined) gave NIH3T3 tox -6%, HEK293 viab 0%, HEK293 tox -9%, Luciferase inh 8%, IP6K1 inhibitor -2, GPT2 inh inactive and SNCA expr inhib -13%.
CC(=O)c1cccc(NC(=O)Cn2nc3c(cc2=O)CN(C(C)=O)CC3)c1 was read as NIH3T3 tox inconclusive, HEK293 viab -1%, HEK293 tox -10%, Luciferase inh -23%, IP6K1 inhibitor -4, GPT2 inh inactive and SNCA expr inhib 3%.
For CC(=O)N1CCc2cc(Br)cc(S(=O)(=O)CCC(=O)Nc3ccc(C)cc3Cl)c21 the results were HEK293 viab 5%, IP6K1 inhibitor -12 and SNCA expr inhib 20%.
For CC(=O)NCC(=O)N1Cc2ccccc2CC2(CCN(CC3CCCCC3)C2)C1 (centres undefined) the results were NIH3T3 tox 0%, HEK293 viab 4%, HEK293 tox -27%, IP6K1 inhibitor -17, GPT2 inh inactive and SNCA expr inhib -2%.
`Cc1nn(-c2ccc(N3CCOCC3)nn2)c(C)c1CCC(=O)NCc1ccccc1F` gave HEK293 viab -5%, IP6K1 inhibitor -8 and SNCA expr inhib 7%.
CCn1ccc(C(=O)N2CC(C(=O)NCCc3ccncc3)C3(CCOCC3)C2)n1 (centres undefined) was read as NIH3T3 tox 5%, HEK293 viab 6%, HEK293 tox inactive, Luciferase inh -6%, IP6K1 inhibitor 20, GPT2 inh inactive and SNCA expr inhib 3%.
For CCc1ccccc1NC(=O)N1CCN(c2nnc(C)c3c(C)n(-c4ccccc4)nc23)CC1 the results were HEK293 viab -8%, IP6K1 inhibitor -19 and SNCA expr inhib 21%.
Cc1nn(-c2ccccc2)c2c1C(C)N(CC1CN(C(=O)NC3CCCC3)C1)C2=O (centres undefined) was read as NIH3T3 tox inconclusive, HEK293 tox inconclusive and IP6K1 inhibitor 16.
`Cc1cc(C)n(CCC(=O)N2CC(c3noc(COc4ccc(F)cc4)n3)C2)n1` gave NIH3T3 tox inconclusive, HEK293 viab 1%, HEK293 tox inconclusive, Luciferase inh -3%, IP6K1 inhibitor 13, GPT2 inh inconclusive and SNCA expr inhib 16%.
For COc1ccc2c(c1)c1c(c(=O)n(-c3ccccc3C)c(=O)n1CC(=O)Nc1c(C)cccc1C)n2C the results were HEK293 viab inconclusive, IP6K1 inhibitor 19 and SNCA expr inhib 10%.
CC(C)N1CCC(O)(c2csc(CN3CCc4ccccc4C3)n2)CC1 was read as NIH3T3 tox inconclusive, HEK293 viab -1%[87.6 µM], HEK293 tox inconclusive, Luciferase inh 3%[172 µM], IP6K1 inhibitor 1, GPT2 inh 0%[88.5 µM] and SNCA expr inhib 4%[87.6 µM].
O=C1CCCCCN1C1CCN(Cc2ccc(OC(F)(F)F)cc2)CC1 was read as NIH3T3 tox -31%, HEK293 viab -8%, HEK293 tox inconclusive, Luciferase inh -1%, IP6K1 inhibitor 31, GPT2 inh inactive and SNCA expr inhib -4%.
For COc1ccc(C(=O)N2CCC(N3C(=O)c4c(c(C)nn4-c4ccccc4)C3C3CC3)C2)cc1 (centres undefined) the results were NIH3T3 tox inconclusive, HEK293 tox 45µM* and IP6K1 inhibitor -7.
For O=C(NCCc1cccs1)c1cccc2c1CCN2C(=O)Nc1ccccc1 the results were NIH3T3 tox inconclusive, HEK293 viab inconclusive, HEK293 tox inconclusive, Luciferase inh 16µM*, IP6K1 inhibitor -6, GPT2 inh inactive and SNCA expr inhib inconclusive.
For O=C(NCC(F)F)c1cc(-c2cccc(C(F)(F)F)c2)c2nncn2n1 the results were NIH3T3 tox -28%, HEK293 viab 16%, HEK293 tox inconclusive, IP6K1 inhibitor 13, GPT2 inh inactive and SNCA expr inhib 4%.
`CCCCNS(=O)(=O)c1ccc(N2CCCCS2(=O)=O)cc1` gave HEK293 viab -14%, IP6K1 inhibitor -8 and SNCA expr inhib -5%.
Screening CN(C)C[C@@H]1CN(c2ccccn2)C[C@H]1NC(=O)c1ccsc1 returned NIH3T3 tox -3%, HEK293 viab 6%, HEK293 tox -4%, Luciferase inh 1%, IP6K1 inhibitor 0, GPT2 inh 2% and SNCA expr inhib 1%.
CCN(CC)C(=O)Cn1c(C)ccc(NS(=O)(=O)c2ccc(C)cc2)c1=O was read as NIH3T3 tox inactive, HEK293 viab 2%, HEK293 tox 3%, Luciferase inh 12%, IP6K1 inhibitor -4, GPT2 inh inactive and SNCA expr inhib -6%.
`CNC(=O)[C@H]1C[C@H](Oc2ccccc2)CN1C(=O)CCc1nc2ccccc2[nH]1` gave NIH3T3 tox inactive, HEK293 viab -5%, HEK293 tox inactive, Luciferase inh -1%, IP6K1 inhibitor 17, GPT2 inh inactive and SNCA expr inhib 15%.
Screening CCCCN1CCN(C(=O)c2csc(N3CCN(c4cccc(Cl)c4)CC3)n2)CC1 returned NIH3T3 tox inconclusive, HEK293 viab inconclusive, HEK293 tox 22µM*, Luciferase inh 10%, IP6K1 inhibitor -11, GPT2 inh 1% and SNCA expr inhib inconclusive.
Screening O=C1CC(c2ccccc2)Cc2[nH]c(=O)c(-c3nc(-c4ccc(F)cc4)cs3)cc21 (centres undefined) returned HEK293 viab -20%, IP6K1 inhibitor -8 and SNCA expr inhib -22%.
`Cc1ccc2c(=O)c(C(=O)c3ccc(F)cc3)cn(CC(=O)NCc3ccccc3)c2n1` gave HEK293 viab 1%, IP6K1 inhibitor -5 and SNCA expr inhib -36%.

3 entries out of the list, ordered by SMILES length, lowest first:
CC(C)N1CCC(O)(c2csc(CN3CCc4ccccc4C3)n2)CC1 was read as NIH3T3 tox inconclusive, HEK293 viab -1%[87.6 µM], HEK293 tox inconclusive, Luciferase inh 3%[172 µM], IP6K1 inhibitor 1, GPT2 inh 0%[88.5 µM] and SNCA expr inhib 4%[87.6 µM].
For CC(=O)N1CCc2cc(Br)cc(S(=O)(=O)CCC(=O)Nc3ccc(C)cc3Cl)c21 the results were HEK293 viab 5%, IP6K1 inhibitor -12 and SNCA expr inhib 20%.
Screening O=C1CC(c2ccccc2)Cc2[nH]c(=O)c(-c3nc(-c4ccc(F)cc4)cs3)cc21 (centres undefined) returned HEK293 viab -20%, IP6K1 inhibitor -8 and SNCA expr inhib -22%.
